# Assay outcomes: PubChem, several laboratories
# rCAG RNA binder: r(CAG) repeat RNA binding; TO-PRO-1 dye displacement fluorescence; inhibition, % at 3 µM; hit rate 1.3% among 370,000; AID 651821;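 active = inhibition above the plate cutoff, the mean of all test compounds on that plate plus 3 SD, cut at about 35% in these data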;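 note: 0% = DMSO alone and 100% = 100 µM mitoxantrone as full dye displacement; higher means more dye released from RNA so lower well fluorescence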
# Rev-erbA mod: Rev-erb alpha (human) modulation; P20393; Rev-erbα–FITC-DNA binding, fluorescence polarization, 90 min; activity, % at 10 µM; hit rate 0.79% among 370,000; AID 1259318;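 active = activity above about 14%, limit read from the data; passing the limit was not always enough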;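 note: 0% = DMSO wells with 35 nM protein and 100% = DMSO wells with 750 nM protein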
# Target sequence (P20393 whole entry, looked up): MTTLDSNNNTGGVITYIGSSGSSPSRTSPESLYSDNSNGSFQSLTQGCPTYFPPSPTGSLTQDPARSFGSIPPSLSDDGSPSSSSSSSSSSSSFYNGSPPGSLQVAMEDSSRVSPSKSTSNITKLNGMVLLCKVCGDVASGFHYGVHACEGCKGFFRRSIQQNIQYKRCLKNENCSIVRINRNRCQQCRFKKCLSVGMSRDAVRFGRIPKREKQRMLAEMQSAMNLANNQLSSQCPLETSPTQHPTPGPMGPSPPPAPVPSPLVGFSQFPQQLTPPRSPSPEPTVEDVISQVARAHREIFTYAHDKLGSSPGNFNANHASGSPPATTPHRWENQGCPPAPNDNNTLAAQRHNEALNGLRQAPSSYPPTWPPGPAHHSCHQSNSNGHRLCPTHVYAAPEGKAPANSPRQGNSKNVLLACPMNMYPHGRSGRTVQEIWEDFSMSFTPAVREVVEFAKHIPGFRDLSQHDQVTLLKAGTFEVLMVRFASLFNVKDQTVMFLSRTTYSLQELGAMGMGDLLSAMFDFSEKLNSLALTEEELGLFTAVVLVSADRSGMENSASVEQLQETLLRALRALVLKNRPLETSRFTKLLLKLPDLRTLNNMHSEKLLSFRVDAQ
# LEDGF integ inh: blocks HIV-1 LEDGF/p75-dependent DNA integration. TR-FRET IN-LEDGF/p75 DNA integration, Eu/Cy5. hit rate 0.64% among 370,000. AID 743269. inhibition, % at 3.7 µM;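 active = inhibition above the screen-wide mean plus 3 SD, cut at about 13% in these data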;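 note: signal is the Cy5 over europium emission ratio at 671 and 618 nm; 0% = plate median of compound wells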
# UHRF1 MBD2 ctr: blocks human UHRF1 binding to methylated DNA; Q96T88; UHRF1 binding to methylated oligo, TR-FRET; inhibition, % at 4.4 µM; hit rate 0.75% among 370,000; in the data active = inhibition above about 21%;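 note: UHRF1 SRA domain binding a hemimethylated CpG hairpin DNA probe; 0% = median of test compound wells and 100% = reference inhibitor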
# HTRA1 inh: blocks human HTRA1 serine peptidase; recombinant HTRA1, FP-rhodamine activity-based probe, fluorescence polarization; inhibition, % at 5.96 µM; hit rate 0.5% among 340,000; Q92743; in the data active = inhibition above about 36%;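 note: 0% = enzyme with DMSO and 100% = wells lacking enzyme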
# Target sequence (Q92743 whole entry, looked up): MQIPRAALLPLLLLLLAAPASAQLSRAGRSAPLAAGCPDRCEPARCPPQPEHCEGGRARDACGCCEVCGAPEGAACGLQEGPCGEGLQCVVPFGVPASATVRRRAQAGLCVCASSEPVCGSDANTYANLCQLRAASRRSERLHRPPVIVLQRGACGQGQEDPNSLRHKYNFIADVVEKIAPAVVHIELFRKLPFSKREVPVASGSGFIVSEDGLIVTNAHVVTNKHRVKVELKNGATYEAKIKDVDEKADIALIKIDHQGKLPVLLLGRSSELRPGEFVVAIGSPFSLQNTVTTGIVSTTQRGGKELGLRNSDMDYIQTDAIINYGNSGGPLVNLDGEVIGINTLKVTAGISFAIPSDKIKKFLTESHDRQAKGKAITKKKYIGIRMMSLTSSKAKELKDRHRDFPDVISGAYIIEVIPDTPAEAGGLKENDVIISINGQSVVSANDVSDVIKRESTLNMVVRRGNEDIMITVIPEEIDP
# TCR-CD3 inh: blocks the human TCR-CD3 interaction; inhibition, % at 9.4 µM; TAMRA-labeled TCR probe fluorescence, biochemical; hit rate 0.37% among 360,000; in the data active = inhibition above about 19%;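 note: recombinant mutant TCR 2C K166C tagged with TAMRA read by polarization; 0% = receptor in buffer alone and 100% = receptor with positive control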
# MBD2 DNA inh: MBD2-methylated oligo binding inhibition. Q9UBB5. TR-FRET, MBD2 binding to methylated oligonucleotide. inhibition, % at 4.4 µM. AID 686964. hit rate 0.31% among 370,000; in the data active = inhibition above about 13%
# PG9 Ab binder: PG9 antibody binding by small molecule; hit rate 0.43% among 360,000; AID 624416; TR-FRET gp120-PG9 antibody binding; inhibition, % at 6.7 µM; in the data active = inhibition above about 8.5%
# PRMT1 FP inh: blocks human protein arginine methyltransferase 1; hit rate 1.3% among 370,000; recombinant PRMT1, activity-based probe fluorescence polarization; inhibition, % at 2.79 µM; Q99873;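 active = inhibition above about 21% made by adding two undisclosed values, limit read from the data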
# mABHD4 FP: ABHD4 (mouse) inhibition, primary FP screen; Q8VD66; purified mABHD4, FP-Rh probe fluorescence polarization; inhibition, % at 8.92 µM; hit rate 0.54% among 370,000; AID 720543;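 active = inhibition exceeding the mean over every tested compound plus 3 SD, cut at about 30% in these data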;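 note: 0% = plate median of compound wells and 100% = S159A mutant with DMSO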
#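 Test system: mABHD4 protein; Read-out basis: % inhibition; Incubation: 45 min + 60 min at 25 °C; Repeats: single replicate; Technique: fluorescence polarization with parallel and perpendicular emission, 525/598 nm; Compound: 8.92 µM, single dose; Benchmarks: full inhibition S159A mutant plus DMSO, zero as sample-well median.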
# Numbers without * were called inactive; . = not tested or not shown. Not all compounds are listed; count on the stated rates, not on these rows.
SMILES,rCAG RNA binder,HTRA1 inh,TCR-CD3 inh,PRMT1 FP inh,Rev-erbA mod,MBD2 DNA inh,PG9 Ab binder,mABHD4 FP,LEDGF integ inh,UHRF1 MBD2 ctr
Cc1ccccc1C(=O)Nc1c2c(nc3ccccc13)CCCC2,11,1,2,3,5,-4,0.3,-2,-2,0
COc1cc(O)c(C(CC(=O)N2CCOCC2)c2ccc3c(c2)OCO3)c(OC)c1 (stereo not drawn),-1,5,10,-2,3,-3,-1.0,10,-3,-1
COC(=O)c1ccc(COc2ccccc2/C=C(\C#N)C(=O)Nc2ccccc2C)cc1,-1,3,12,-3,-5,-5,0.7,1,-3,-1
CC(C)(CNc1ccc([N+](=O)[O-])cc1Cl)N1CCOCC1,0,-1,-7,3,-2,3,-0.9,3,-4,-3
Cc1ccccc1NC(=S)NC(C)C(c1ccccc1)N1CCN(C)CC1 (stereo not drawn),-4,6,-5,4,-3,1,-0.4,5,-4,2
CCN(CC)C(=O)c1ccccc1NS(=O)(=O)c1cccs1,5,7,8,-2,1,5,0.0,-1,1,-1
CC(=O)Nc1ccc(S(=O)(=O)N2CCN(C(=O)c3ncoc3-c3ccccc3C)CC2)cc1,4,3,6,0,0,1,1.8,-2,-1,0
COc1c(C)cc(C(O)c2ncc(-c3cccc(F)c3)[nH]2)cc1C (stereo not drawn),3,.,-3,-3,9,-1,0.2,1,-1,0
CC(=O)c1ccccc1NC(=O)COC(=O)CN1C(=O)C2CCCCC2C1=O (stereo not drawn),3,3,7,-6,-4,-6,1.0,-1,5,0
C#CCOc1ccc(/C=C2/C(=O)ON=C2C)cc1OCC,3,-4,-4,6,5,0,1.2,0,4,3
Oc1ccc(C(=S)N2CCCCC2)cc1,-1,2,4,-2,-1,-8,-0.2,1,-1,0
Cc1c(C(=O)N2CCCCC2CCN2CCCC2=O)oc2c(F)cccc12 (stereo not drawn),-6,1,9,-3,1,-1,-2.4,0,7,0
O=C(CC[C@H]1O[C@@H](n2cnc3c(NC(=O)c4ccccc4)ncnc32)[C@H](O)[C@@H]1O)NCC1CCCCC1,1,.,2,2,0,-7,2.1,4,2,-3
Cc1ccccc1Cn1cc(CN2[C@@H](Cc3ccccc3)COc3cc(Br)ccc3S2(=O)=O)nn1,9,.,.,-1,-1,2,.,-29,-1,2
CCOc1ccc(C(=O)NCc2cccnc2)cc1,0,1,-8,7,-2,7,0.9,-4,6,2
O=C1CSC(c2cccnc2)N1Cc1ccc(Cl)cc1 (stereo not drawn),-7,1,-7,6,-1,13,2.7,-10,-4,1
CN(C)C(C(=O)NC1CCCCC1)c1ccc(Cl)cc1 (stereo not drawn),-4,-1,7,-2,6,-4,0.7,8,2,1
O=C(Cc1ccccc1)Nc1ccccc1Sc1ccccc1,-2,-21,6,3,4,1,0.6,-8,-3,-1
Cn1c(SCC(=O)NC2CCCC2)nnc1-c1ccncc1,-4,-1,2,-1,2,-2,-1.1,-1,0,1
S=c1[nH]nc(-c2ccc(Cl)cc2Cl)n1-c1ccc(Cl)cc1,19,-2,1,21,-2,-1,-3.5,-6,2,-1

# Ordered by molecular weight (high to low): some entries from above
SMILES,rCAG RNA binder,HTRA1 inh,TCR-CD3 inh,PRMT1 FP inh,Rev-erbA mod,MBD2 DNA inh,PG9 Ab binder,mABHD4 FP,LEDGF integ inh,UHRF1 MBD2 ctr
Cc1ccccc1Cn1cc(CN2[C@@H](Cc3ccccc3)COc3cc(Br)ccc3S2(=O)=O)nn1,9,.,.,-1,-1,2,.,-29,-1,2
Cc1ccccc1NC(=S)NC(C)C(c1ccccc1)N1CCN(C)CC1 (stereo not drawn),-4,6,-5,4,-3,1,-0.4,5,-4,2
S=c1[nH]nc(-c2ccc(Cl)cc2Cl)n1-c1ccc(Cl)cc1,19,-2,1,21,-2,-1,-3.5,-6,2,-1

# Going on with the list.
SMILES,rCAG RNA binder,HTRA1 inh,TCR-CD3 inh,PRMT1 FP inh,Rev-erbA mod,MBD2 DNA inh,PG9 Ab binder,mABHD4 FP,LEDGF integ inh,UHRF1 MBD2 ctr
COc1ccc(C(=O)OCC(=O)Nc2ccc3[nH]c(=O)[nH]c3c2)cc1,3,2,-1,-1,4,-4,-3.9,-3,6,1
COc1ccc(-c2cnn3c4c(c(C)nc23)CCN4C2CCCC2)cc1OC,1,9,-4,2,-2,1,0.7,-4,3,3
COc1cccc(C(NC(C)=O)c2nc(-c3cccc(C(F)(F)F)c3)cs2)c1 (stereo not drawn),1,.,8,1,-4,3,1.5,-5,2,0
COc1ccc(CC(N)c2csc(Nc3ccc(C(=O)c4ccccc4)cc3)n2)cc1 (stereo not drawn),12,.,-7,10,3,3,0.2,-8,3,6
O=C(c1ccc(-n2cncn2)c([N+](=O)[O-])c1)N1CCN(S(=O)(=O)c2ccccc2F)CC1,2,-4,-8,2,-4,-3,1.4,2,2,-1
COc1ccc(S[C@]2(C(=O)N(C)C)CC(=O)N(C(=O)Nc3ccc(C)c(Cl)c3)[C@@H]2c2ccc(OC)cc2)cc1,9,.,.,8,9,2,.,-17,-4,0
CCOc1ccc(NC(=O)CSc2nnc(Cc3csc(C)n3)o2)cc1,-3,2,1,0,-6,-1,-2.7,5,1,2
COc1cc(/C=C2\SC(=S)N(C(Cc3ccccc3)C(=O)O)C2=O)ccc1O (stereo not drawn),45*,-166,-89,13,-2,-3,-0.8,-211,-8,-1
OC1(c2ccc(OC(F)F)cc2)CSC(=Nc2cccnc2)N1C1CC1 (stereo not drawn),-1,-3,5,5,9,3,3.5,-8,-2,5
Cc1ccc(S(=O)(=O)CCC(=O)OC(C)C(=O)NC2CCCCC2C)cc1 (stereo not drawn),-3,-4,-3,1,-2,2,1.7,5,-4,1
COc1ccc(/C=C2\SC(=O)N(CCNC(=O)C3CCN(S(=O)(=O)c4cccs4)CC3)C2=O)cc1,4,-4,-3,-1,-4,0,-2.4,-2,0,0
CCOC(=O)N1CCN(Cc2nc(-c3cccc(C)c3)no2)CC1,-8,1,-2,-6,2,3,-0.1,-1,-7,1
CCC[C@@H](CN1CCC[C@H]1CN1C(N)=NC[C@H]1CC(C)C)N1C[C@@H]([C@H](C)CC)N(CCCC2CCCC2)C1=N,7,-6,8,-2,-2,2,-1.4,25,2,-2
N#Cc1ccc(/C=N/NC(=O)CCc2ccc(S(=O)(=O)N3CCOCC3)cc2)cc1,0,-1,2,-3,-1,1,-2.4,4,2,2
COc1ccc2[nH]c(C(=O)O)c(NS(=O)(=O)c3ccc(Cl)s3)c2c1,23,0,3,1,2,4,-2.7,4,1,-2
CCN(CC)c1ccc(NC(=O)CN2C(=O)CC(C)(C)S(=O)(=O)c3ccccc32)c(C)c1,1,-1,0,2,-4,-2,-6.1,7,0,-2
COc1ccc(-c2ccc(C(=O)NCC(C)C)c3occc23)c(C)c1,2,.,-10,6,7,7,-0.2,-25,-4,49*
O=c1cc(CSc2nnc(Nc3ccccc3F)s2)nc2sccn12,-3,-2,-2,-4,-2,-2,-1.9,3,1,-5
CC(c1cccs1)N(Cc1ccco1)C(=O)Nc1ccc(Cl)c(Cl)c1 (stereo not drawn),6,-34,5,-1,0,-2,-0.8,-37,0,3
COc1cc(N)n(S(=O)(=O)c2ccc(C)cc2)n1,-1,-2,8,-1,-2,-1,-1.7,8,2,2

# Compound profiles, as listed above:
# `O=C(c1ccc(-n2cncn2)c([N+](=O)[O-])c1)N1CCN(S(=O)(=O)c2ccccc2F)CC1` is entered as rCAG RNA binder: 2; HTRA1 inh: -4; TCR-CD3 inh: -8; PRMT1 FP inh: 2; Rev-erbA mod: -4; MBD2 DNA inh: -3; PG9 Ab binder: 1.4; mABHD4 FP: 2; LEDGF integ inh: 2; UHRF1 MBD2 ctr: -1
# `COc1ccc(/C=C2\SC(=O)N(CCNC(=O)C3CCN(S(=O)(=O)c4cccs4)CC3)C2=O)cc1` is entered as rCAG RNA binder: 4; HTRA1 inh: -4; TCR-CD3 inh: -3; PRMT1 FP inh: -1; Rev-erbA mod: -4; MBD2 DNA inh: 0; PG9 Ab binder: -2.4; mABHD4 FP: -2; LEDGF integ inh: 0; UHRF1 MBD2 ctr: 0

# Later entries:
SMILES,rCAG RNA binder,HTRA1 inh,TCR-CD3 inh,PRMT1 FP inh,Rev-erbA mod,MBD2 DNA inh,PG9 Ab binder,mABHD4 FP,LEDGF integ inh,UHRF1 MBD2 ctr
Cc1ccsc1C(=O)OCC(=O)NCCc1ccccc1,0,0,-3,9,-4,8,1.6,-13,-2,5
N#CC1=C(SCC(=O)Nc2ccc(C(=O)O)cc2)NC(=O)CC1c1ccco1 (stereo not drawn),3,1,0,3,-5,-2,-1.4,3,0,6
CCCCN(C)C(=O)c1cccc(OC2CCN(CC(C)(C)C)CC2)c1,-10,2,-7,6,3,2,-0.1,-1,-4,1
CCc1ccc(CN(C)C(=O)CCc2nnc(Cc3cccc(C)c3)o2)nc1,-9,-3,-5,-1,-10,-1,4.1,3,-1,-2
CSCCC(NC(=O)c1ccccc1)C(=O)OCC(=O)Nc1ccc(C)c(Cl)c1 (stereo not drawn),5,-6,-9,3,2,8,1.3,-55,2,7
CCOC(=O)c1ccc(N2C(=O)CC(N3CCN(Cc4ccccc4)CC3)C2=O)cc1 (stereo not drawn),-2,-2,3,3,6,-6,0.6,3,-1,-1
CC1=C(C(=O)N2CCOCC2)CC(CC(=O)NC(c2ccccc2)c2ccccc2)C(=O)N1CCCN1CCCC1=O (stereo not drawn),1,-1,2,-1,1,-3,-0.7,4,2,0
Cc1ccc(C)c(OCC(=O)NCCN(C)C)c1,-4,0,0,2,0,-3,-0.3,0,-1,3
CC(C)NC(=O)C1(C)CCCCN1Cc1cccc(C(F)(F)F)c1 (stereo not drawn),-3,.,-2,2,-4,0,-1.3,6,-6,1
C=CCSc1nnc(NC(=O)C2CC(=O)N(c3ccc4c(c3)OCCO4)C2)s1 (stereo not drawn),4,-4,-6,2,-5,1,-1.4,-9,1,2
O=C(c1ccc(Cl)cc1[N+](=O)[O-])N1CCN(c2ccccn2)CC1,-1,2,-4,-2,-1,-5,-3.0,-11,3,4
Cc1ccc(CNC(=S)Nc2ccc(C)c([N+](=O)[O-])c2)cc1,8,-17,3,0,-6,-4,-4.4,-14,-1,7
Cc1ccc(C)c(NC(=O)CSc2nnc(CNC(=O)c3ccco3)o2)c1,0,7,-5,-3,-2,2,-0.8,6,3,0
COc1ccc(C(=O)C(OC(=O)c2ccccc2)c2ccccc2)cc1 (stereo not drawn),0,-22,1,-3,-6,2,-0.3,-8,1,-1

# Shown with two lines to a compound: part of the list above
# Results follow in this order: rCAG RNA binder	HTRA1 inh	TCR-CD3 inh	PRMT1 FP inh	Rev-erbA mod	MBD2 DNA inh	PG9 Ab binder	mABHD4 FP	LEDGF integ inh	UHRF1 MBD2 ctr
- N#CC1=C(SCC(=O)Nc2ccc(C(=O)O)cc2)NC(=O)CC1c1ccco1 (stereo not drawn)
    3	1	0	3	-5	-2	-1.4	3	0	6
- CCc1ccc(CN(C)C(=O)CCc2nnc(Cc3cccc(C)c3)o2)nc1
    -9	-3	-5	-1	-10	-1	4.1	3	-1	-2
- CSCCC(NC(=O)c1ccccc1)C(=O)OCC(=O)Nc1ccc(C)c(Cl)c1 (stereo not drawn)
    5	-6	-9	3	2	8	1.3	-55	2	7
- CCOC(=O)c1ccc(N2C(=O)CC(N3CCN(Cc4ccccc4)CC3)C2=O)cc1 (stereo not drawn)
    -2	-2	3	3	6	-6	0.6	3	-1	-1
